# Source: PubChem BioAssay
# GAA spleen mod = qHTS Assay for Inhibitors and Activators of Human alpha-Glucosidase From Spleen Homogenate | AID 2112, 2009 | human spleen homogenate, 4-MU-alpha-glucoside fluorescence | 240,000 tested, 0.006% active | Potency, µM (series often up to 79.9 µM), for inactives: top-dose activity change, negative = inhibition, most hits filed as inhibitors;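 also: 0% = enzyme with vehicle and -100% = no enzyme basal signal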
#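 Human spleen homogenate (1 ug) with 4-methylumbelliferyl-alpha-D-glucopyranoside (1 mM final) in 50 mM citrate/phosphate pH 5.0, 0.01% Tween-20; 40 min at 37 C. Stopped at pH 10; 4-MU fluorescence Ex 365/Em 440 nm; AC50 by Hill fit.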
# GLA spleen mod = qHTS Assay for Inhibitors and Activators of Human alpha-Galactosidase From Spleen Homogenate. AID 2107, 2009. 240,000 tested, 0.008% active. human spleen homogenate, 4MU-alpha-Gal fluorescence, 40 min. Potency, µM (doses to about 80 µM), for inactives: at the highest dose activity change, negative = inhibition, usual class: inhibitors;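 also: 0% = enzyme with vehicle and -100% = no enzyme basal signal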
# Target sequence (P06280 32-429 limits assumed): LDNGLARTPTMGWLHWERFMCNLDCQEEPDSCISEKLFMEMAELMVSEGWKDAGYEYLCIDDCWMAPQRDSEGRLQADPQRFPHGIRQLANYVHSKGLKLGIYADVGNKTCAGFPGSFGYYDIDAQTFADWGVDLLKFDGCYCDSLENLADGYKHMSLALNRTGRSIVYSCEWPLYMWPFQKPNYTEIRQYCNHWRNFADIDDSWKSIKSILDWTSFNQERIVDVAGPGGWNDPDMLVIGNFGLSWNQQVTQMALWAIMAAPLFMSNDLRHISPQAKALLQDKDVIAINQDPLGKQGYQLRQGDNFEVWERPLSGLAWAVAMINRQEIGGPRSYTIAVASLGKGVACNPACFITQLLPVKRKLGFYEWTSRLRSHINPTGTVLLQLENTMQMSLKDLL
#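 Fluorogenic readout (Ex 365/Em 440 nm) of 4-methylumbelliferone released from 1 mM 4-MU-alpha-galactoside by spleen homogenate, 40 min at 37C, pH 5.0. Data normalized to no-enzyme and enzyme controls; Hill-equation AC50 from compound titrations.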
# GAA inhib = qHTS Assay for Inhibitors of Human alpha-Glucosidase as a Potential Chaperone Treatment of Pompe Disease; Lysosomal alpha-glucosidase (Homo sapiens), P10253; purified human GAA, 4-MU-alpha-glucoside fluorescence; Potency, µM (doses to about 76.9 µM), for inactives: at the top dose activity change, negative = inhibition, most hits filed as inhibitors; 200,000 tested, 0.005% active;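 also: plate controls were uninhibited enzyme wells for no effect and no-enzyme background for full effect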
#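 Compounds are titrated up to 77 uM against 4 nM human enzyme. Substrate 4-methylumbelliferyl-alpha-D-pyranoside (400 uM) reacts 20 min at room temperature in pH 5.0 buffer; liberated 4-methylumbelliferone is read at 440 nm.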
# Tau fibril ThT = qHTS for Inhibitors of Tau Fibril Formation, Thioflavin T Binding | 270,000 tested, 2.1% active | Potency, µM (doses to about 57.4 µM), for inactives: at the top dose activity, negative = inhibition, hits mostly inhibitors | recombinant tau K18 P301L, heparin-induced fibrillization, ThT fluorescence; also: % is scaled to controls: 0 for no effect and ±100 for the full control effect; nearly all actives have a fitted effect of over 55% in size
# Target sequence (P10636 561-689 P618L limits assumed): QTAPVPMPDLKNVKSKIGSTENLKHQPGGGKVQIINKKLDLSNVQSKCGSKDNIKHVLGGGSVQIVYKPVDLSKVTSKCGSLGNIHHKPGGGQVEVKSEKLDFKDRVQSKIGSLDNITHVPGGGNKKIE
#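 ThT emission at 510 nm, taken 1 hr after adding 30 uM dye, quantifies aggregates formed when 20 uM heparin acts on human tau K18 P301L for 6 hr at 37 C.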
# Tau fluor cs = Counterscreen qHTS for Inhibitors of Tau Fibril Formation, Fluorescence Polarization; tau K18 P301L (four-repeat tau fragment) Alexa594 fluorescence, heparin fibrillization; Potency, µM (top dose mostly 57.7 µM), inactives show top-dose activity change, negative = decrease; 280,000 tested, 0.93% active; AID 1463, 2008; also: % is scaled to controls: 0 for no effect and ±100 for the full control effect; nearly all actives have a fitted effect of over 55% in size
#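 Human K18 P301L tau (15 uM unlabeled plus 0.24 uM Alexa 594-labeled, final) in 100 mM sodium acetate pH 7 was mixed with compound and 20 uM heparin and incubated 6 hr at 37 C.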
# GAA glycogen mod = qHTS Assay for Inhibitors and Activators of Human alpha-Glucosidase Cleavage of Glycogen; Potency, µM (highest dose often 76.4 µM), for the others: at the top dose activity change, negative = inhibition, most hits filed as inhibitors; 300,000 tested, 0.38% active; recombinant GAA, glycogen substrate, Amplex Red glucose oxidase fluorescence; AID 2100, 2009;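 also: 0% = full enzyme reaction and -100% = no-enzyme basal signal; the screen sought inhibitors and activators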
#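 Recombinant human enzyme (4 nM); glycogen substrate; 37 C, 40 min, pH 5.0. Readout: coupled glucose oxidase/Amplex Red fluorescence.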
# Tau fibril FP = qHTS for Inhibitors of Tau Fibril Formation, Fluorescence Polarization. 280,000 tested, 0.39% active. K18 P301L tau heparin fibrillization, Alexa594 FP, 6 h. Potency, µM (titrated, usually from 57.7 µM), inactives show at the highest dose activity, negative = inhibition, hits mostly inhibitors. Microtubule-associated protein tau (Homo sapiens), P10636; also: % is scaled to controls: 0 for no effect and ±100 for the full control effect; nearly all actives have a fitted effect of over 55% in size
#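 Human tau K18 […] P301L fragment, 15 uM unlabeled plus 0.24 uM Alexa 594-labeled tau (final), with compound and 20 uM heparin in 100 mM sodium acetate pH 7; 6 hr at 37 C, then Alexa 594 FP read.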
# HTT cytoprotect = qHTS Multiplex Assay to Identify Dual Action Probes in a Cell Model of Huntington: Cytoprotection (ATP) | 230,000 tested, 0.14% active | Potency, µM (highest dose often 56.4 µM), for the others: cytoprotection (ATP increase), usual class: activators | AID 1471, 2008 | PC12 HTT-Q103 induced, cytoprotection, ATP luminescence, 40 h;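 also: % of control where 0% means no effect; nearly all actives have a fitted effect of over 45% in size; toxic huntingtin expression switched on by the ecdysone agonist tebufenozide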
#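 Compounds were screened for protection of PC12 cells against cell death after tebufenozide induction (100 nM final) of mutant Huntingtin exon 1 (Q103) fused to GFP.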
# An asterisk follows results filed as active; ? = inconclusive; / = no result given; [ ] = remark or other dose. Calls follow the shape of the dose curve; as a rule, active = well fitted curve in the direction sought with a large enough effect; inconclusive = small, poorly fitted or top-dose-only effect, or another doubt; inactive = no such curve, though single readings can be large; an effect the other way counts as inactive or inconclusive. Potency is read from the fitted curve at half-maximal effect. Compounds were not picked by outcome; any-hit rate near 3.3%.
# The line under a structure holds: GAA spleen mod | GLA spleen mod | GAA inhib | Tau fibril ThT | Tau fluor cs | GAA glycogen mod | Tau fibril FP | HTT cytoprotect
- CCOc1ccc(CCNC(=O)C2CCN(Cc3nc(-c4ccccc4C)oc3C)CC2)cc1OCC
    / | / | / | -9% | -12% | -3%[76.3 µM] | 0% | /
- Cc1cc(-c2nnc(SCC(=O)c3ccc(F)cc3)o2)no1
    0% | -4% | 5% | -18% | -2% | 6% | -13% | 18%[0.074 µM]
- CS(=O)(=O)N(CC(N)=O)c1ccc2c(c1)OCO2
    -5% | 3% | 3% | 3% | 3% | -1% | -7% | -6%[0.074 µM]
- O=C(Nc1ccccc1)N1CCN(c2nc(-c3ccccc3)ns2)CC1
    -12% | 3% | / | / | -25% | -9% | -11% | 19%[10 µM]
- CC(C)NC(=O)c1ccc2c(=O)n(C3CCCC3)c(=S)[nH]c2c1
    4% | 6% | 0% | 3% | -3% | 3% | -19% | -7%
- O=C(NCCc1ccccc1)c1n[nH]c2ccccc12
    8% | 11% | -6% | 10% | 9% | 9% | -1% | 26%
- O=C(Nc1ccc2c(c1)OCO2)C1(S(=O)(=O)c2ccc(Cl)cc2)CC1
    1% | 5% | -1% | ? | ? | 5% | 6% | -42%[inhibitor]
- O=[N+]([O-])c1cccc(/C=N/Nc2ccccn2)c1
    0% | 1% | -3% | ? | -7% | -27% | 1% | /
- Cc1ccc(-c2csc3ncnc(Sc4nnc(CN5CCCCCC5=O)o4)c23)cc1
    -3% | -2% | -5% | ? | -4% | -5% | ? | -99%[inhibitor]
- CCOc1ccccc1NC(=O)C1CCN(S(=O)(=O)c2ccccc2)CC1
    / | / | / | -3% | -11% | 8%[76.3 µM] | -15% | /
- CCOc1ccccc1N1CCN(C(=O)c2cc(C)oc2C)CC1
    7% | 7% | 1% | ? | -4% | -1% | -6% | 4%
- O=c1cc2c(nn1Cc1ccccc1)-c1ccccc1CC2
    2% | -3% | -1% | -9% | -1% | -4% | 7% | 6%[10 µM]
- O=c1[nH]c(=O)n(Cc2ccco2)c2c1C(C(F)(F)F)(C(F)(F)F)N=C(c1ccco1)N2
    5% | 0% | -14% | -10% | -2% | 6% | 0% | -36%
- Cc1ccc(-c2n[nH]c(=O)c3ccccc23)cc1S(=O)(=O)NC(C)(C)C
    1% | 0% | 6% | 1% | -1% | 11% | -1% | -46%[inhibitor]
- C=CCN(C)CC/C=C1\c2ccccc2CSc2ccccc21
    -17% | -2% | -8% | -13% | -6% | 5% | 8% | -8%[10 µM]

# (continued)
# The line under a structure holds: GAA spleen mod | GLA spleen mod | GAA inhib | Tau fibril ThT | Tau fluor cs | GAA glycogen mod | Tau fibril FP | HTT cytoprotect
- Cc1cc(NC(=O)Cn2cnc3c(cnn3C(C)(C)C)c2=O)no1
    3% | 4% | 8% | -7% | -8% | 1% | -8% | 3%[10 µM]
- Cc1ccc(-n2c(CCC(=O)O)ccc2-c2cccs2)cc1Cl
    / | / | / | ? | -14% | -6%[76.3 µM] | -14% | /
- CCNC(=S)N(Cc1ccco1)Cc1cc2cc3c(cc2[nH]c1=O)OCCO3
    -1% | 10% | 11% | 2% | -3% | -1% | 6% | 7%[10 µM]
- CCOc1ccccc1NC(=O)COC(=O)c1cc(C(=O)OC)cc([N+](=O)[O-])c1
    1% | -1% | 2% | 2% | -8% | 4% | 5% | 30%[10 µM]
- COc1ccccc1NS(=O)(=O)c1cc([N+](=O)[O-])ccc1N/N=C/c1sc(N2CCOCC2)nc1-c1ccccc1
    -11% | -17% | ? | ? | ? | -2% | 17% | 20%[10 µM]
- COc1ccc(/C=C\C(=O)CC(O)(c2ccccc2)C(F)(F)F)cc1 (stereo unspecified)
    -1% | 6% | -11% | ? | -8% | -3% | 14% | 6%[10 µM]
- O=c1c2ccccc2c(C=Nc2ccc(S(=O)(=O)N3CCCCC3)cc2)c(O)n1-c1ccc(Cl)cn1
    -6% | -4% | -1% | 6% | -1% | 0% | 2% | -14%[1.9 µM]
- O=C1/C(=C/c2ccncc2)CCC/C1=C\c1ccncc1
    4% | -16% | 4% | 5µM* | -17% | -4% | 5µM* | ?
- COC(=O)c1cccc(NC(N)=S)c1
    -3% | -1% | 12% | -3% | -4% | 13% | -10% | 22%
- Cc1cc(C)c(OCC(O)CN2CCN(c3ccccn3)CC2)c(C)c1 (stereo unspecified)
    0% | -7% | -6% | 2% | 4% | 3% | 4% | -6%[10 µM]
- COc1ccc(CCNC2CC(C)N(C)CC2C)cc1OC (stereo unspecified)
    3% | 5% | -4% | -6% | -5% | 0% | -4% | -3%[10 µM]
- CCOc1ccc2nc(N3CCCC(C(=O)Nc4c(C)cccc4C)C3)sc2c1 (stereo unspecified)
    / | / | / | ? | -22% | 12%[76.3 µM] | 11% | /
- O=C(c1ccco1)N1CCN(C(=O)c2oc(=O)c3ccccc3c2-c2ccccc2)CC1
    -5% | -9% | ? | -9% | -8% | 12% | -8% | -12%
- CCN1CCN(C(=O)c2cc(-c3cccnc3)nc3ccc(Br)cc23)CC1
    -1% | -4% | -11% | -13% | -12% | 9% | 3% | -16%
- Cc1ccc(S(=O)(=O)N(CC(=O)Nc2ccc(Cl)c([N+](=O)[O-])c2)C2CCCCC2)cc1
    -1% | 4% | 3% | 8% | 5% | -1% | 4% | -36%[10 µM]

# Going on with the list:
# The line under a structure holds: GAA spleen mod | GLA spleen mod | GAA inhib | Tau fibril ThT | Tau fluor cs | GAA glycogen mod | Tau fibril FP | HTT cytoprotect
- C=CCn1c(N)c(C(=O)Nc2ccc(C)cc2)sc1=S
    -4% | 1% | 1% | -12% | -11% | 5% | 2% | -29%
- Cn1c(=O)c([N+](=O)[O-])c(NCc2ccc3c(c2)OCO3)c2ccccc21
    7% | 5% | / | -13% | -1% | 5% | 5% | 3%[10 µM]
- COc1ccc(CCNC(=O)CCCn2c(=O)c3ccccc3n(CC(=O)Nc3cccc(C)c3)c2=O)cc1OC
    / | / | / | -7% | ? | -8%[76.3 µM] | -3% | /
- COC(=O)c1ccc(CN2C(=O)c3ccccc3S2(=O)=O)cc1
    4% | -9% | 4% | 2% | -5% | -10% | 0% | -8%
- CC(=O)Nc1cc(S(=O)(=O)Nc2ccccc2C)c(C)cc1C
    -7% | -1% | -4% | 1% | -2% | 11% | -3% | 2%
- Cn1c(=O)c2c(nc(SCCCC#N)n2Cc2c(F)cccc2Cl)n(C)c1=O
    -5% | -2% | 1% | -13% | -5% | 0% | 1% | 13%[10 µM]
- O=C(Nc1ccncc1)c1ccc(C(=O)Nc2ccncc2)cc1
    -13% | 1% | 9% | -1% | -1% | 3% | -1% | -21%
- CC(C)N(C(=O)Cc1ccccc1[N+](=O)[O-])C(C)C
    -3% | -4% | -22% | -13% | -6% | 0% | 7% | 24%[10 µM]
- CC1CCC2=C1C[C@H](C(C)(C)O)CC[C@@H]2C (stereo partly specified)
    -2% | -9% | / | -1% | -8% | / | 5% | ?
- O=C(NCCc1ccccc1)c1cc(-c2ccc3c(c2)OCO3)on1
    4% | -3% | 7% | ? | -10% | -3% | -3% | 3%
- O=C(O)c1cccc(Nc2nc(-c3cccnc3)nc3ccccc23)c1
    -3% | -6% | -7% | -3% | 0% | 10% | 1% | 27%[10 µM]
- Cc1cccc(N2CCN(C(=O)CN3C(=O)COc4ccc(S(=O)(=O)N5CCC(C)CC5)cc43)CC2C)c1 (stereo unspecified)
    / | / | / | -11% | -9% | 6%[76.3 µM] | 10% | /
- COCCn1c(=S)[nH]c2cc(C(=O)N3CCN(c4ccc(F)cc4)CC3)ccc2c1=O
    7% | 7% | -7% | -13% | ? | -1% | -6% | -8%[0.074 µM]
- CC(C)(C)OC(=O)N1CCC(CNC(=O)c2ccc(F)cc2F)CC1
    -1% | 3% | / | / | 13% | -6% | 3% | 0%[10 µM]
- O=C(O)C1CCCCC1C(=O)NCCCc1ccccc1 (stereo unspecified)
    -3% | 3% | -4% | 7% | 3% | -5% | 1% | -13%

# The results go on.
# The line under a structure holds: GAA spleen mod | GLA spleen mod | GAA inhib | Tau fibril ThT | Tau fluor cs | GAA glycogen mod | Tau fibril FP | HTT cytoprotect
- Cc1cc(C)cc(NC(=O)c2cccn2-c2ncc(C(F)(F)F)cc2Cl)c1
    -16% | 10% | 3% | -5% | -10% | -6% | -11% | -6%
- Cc1ccc(S(=O)(=O)NC2c3cccc4cccc(c34)C2Sc2nncn2C)cc1 (stereo unspecified)
    -2% | -1% | -2% | 16% | 11% | 10% | -1% | 5%[10 µM]
- CCc1ccc(NC(=O)CN(c2ccc3c(c2)OCO3)S(=O)(=O)c2c(C)noc2C)cc1
    -12% | -12% | -4%[15.4 µM] | 0% | -25% | 7% | -13% | -2%
- CCOc1ccccc1NC(=O)Cn1c(=O)n(CCCCC(=O)NCCCOC)c(=O)c2ccccc21
    / | / | / | -16% | -24% | 0%[76.3 µM] | -10% | /
- CCOc1ccc(NC(=O)Cn2ncc3c2-c2cc(C)ccc2OC3)cc1
    / | / | / | 4% | -17% | 4%[76.3 µM] | -8% | /
- CC(C)c1ccc(NC(=S)N(C)CCc2ccccn2)cc1
    -4% | -5% | 1% | -13% | -14% | 10% | -1% | 27%
- Cc1ccc(C(=O)N2CCN3C(=O)c4ccccc4C23c2ccccc2)cc1 (stereo unspecified)
    7% | -1% | / | -3% | -3% | 9% | ? | 17%[10 µM]
- OCC1(Cc2ccccc2)CCN(Cc2ccccn2)CC1
    8% | -9% | 9% | -1% | 5% | ? | -7%[2.34 µM] | ?
- C/C(=N\N=C1/NC(=O)C(C)S1)c1ccco1 (stereo unspecified)
    -3% | -6% | 8% | 4% | 10% | -13% | 1% | -35%[inhibitor]

# Some of these compounds in order of the GAA inhib value, low to high.
SMILES	GAA inhib
COc1ccc(/C=C\C(=O)CC(O)(c2ccccc2)C(F)(F)F)cc1 (stereo unspecified)	-11%
C=CCN(C)CC/C=C1\c2ccccc2CSc2ccccc21	-8%
COC(=O)c1cccc(NC(N)=S)c1	12%
